MEKK2 mut-MEK5 = signal of MEK5 binding to mutant human MEKK2 PB1 domain. bead flow cytometry, Alexa488-MEK5 binding to MEKK2 mutant. percent response, % at 10 µM. 290,000 compounds, 0.35% hits. AID 1530; in the data active = percent response above about 24%, passing the limit was not always enough; note: inactives centre near 1; some results filed as inactive read as strong as hits; reference of the scale not given here
SUMO HTRF inh = inhibitors of human SUMOylation (UBC9). P63279. HTRF SUMOylation assay, SAE1/SAE2 + UBC9, in vitro. inhibition, % at 35 µM. 290,000 compounds, 0.36% hits; in the data active = inhibition above about 50%, passing the limit was not always enough; note: strong numbers were not always called active
Target sequence (P63279 whole entry, looked up): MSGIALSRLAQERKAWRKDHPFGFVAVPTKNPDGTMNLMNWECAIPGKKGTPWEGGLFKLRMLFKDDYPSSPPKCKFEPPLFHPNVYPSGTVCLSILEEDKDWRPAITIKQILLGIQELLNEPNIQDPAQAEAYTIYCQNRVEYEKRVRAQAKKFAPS
NALP1 inh = blocks the NALP1 inflammasome reconstituted in yeast | S. cerevisiae NALP1/ASC/caspase-1 growth, X-gal OD620, 72 h | inhibition, % at 10 µM | 280,000 compounds, 0.61% hits; in the data active = inhibition mostly above about 24%, no sharp cut-off; inactive = mostly below about 32%; note: some compounds called inactive have numbers as strong as hits
IDE cell activ = activators of human insulin-degrading enzyme in cells. HEK cells, FAbeta-B cleavage, fluorescence polarization; 0% vehicle, 100% cell-free pure enzyme wells. activation, % at 5.96 µM. 340,000 compounds, 0.073% hits. P14735;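 active = activation above the mean of all tested compounds plus 3 SD, set per screening campaign, cut at about 17% in these data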
MEKK2wt PB1 HTS = raises or lowers MEK5 binding to wildtype human MEKK2 PB1 domain | bead flow cytometry, Alexa488-MEK5 binding to MEKK2 WT; actives lie on both sides | binding response (% of control), % at 10 µM | 290,000 compounds, 1.1% hits; in the data active = binding response below about 67% or above about 130%
M18AAP inhibitor = PfM18AAP enzyme inhibition; recombinant PfM18AAP, H-Glu-NHMec fluorogenic cleavage; inhibition, % at 7.35 µM; 290,000 compounds, 1.2% hits; AID 1822;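 active = inhibition above the campaign mean inhibition over all tested compounds plus 3 SD, cut at about 28% in these data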;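 note: 0% = plate median of test compound wells and 100% = 2 mM ZnCl2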
MEKK3 PB1 HTS = modulators (inhibitors or enhancers) of MEK5 binding to human MEKK3 PB1 domain. 290,000 compounds, 1.4% hits. bead-based flow cytometry, Alexa488-MEK5 binding to MEKK3; actives lie on both sides; 0 = blocked by unlabeled MEK5, 100 = vehicle. binding response (% of control), % at 10 µM. Q99759;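 active = binding response more than 3 SD above or below the average of its plate-row segment, actives on both sides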;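 note: Alexa488 bead fluorescence after subtracting the streptavidin-only scavenger bead signal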
Target sequence (Q99759 whole entry, looked up, the tested form may be a part): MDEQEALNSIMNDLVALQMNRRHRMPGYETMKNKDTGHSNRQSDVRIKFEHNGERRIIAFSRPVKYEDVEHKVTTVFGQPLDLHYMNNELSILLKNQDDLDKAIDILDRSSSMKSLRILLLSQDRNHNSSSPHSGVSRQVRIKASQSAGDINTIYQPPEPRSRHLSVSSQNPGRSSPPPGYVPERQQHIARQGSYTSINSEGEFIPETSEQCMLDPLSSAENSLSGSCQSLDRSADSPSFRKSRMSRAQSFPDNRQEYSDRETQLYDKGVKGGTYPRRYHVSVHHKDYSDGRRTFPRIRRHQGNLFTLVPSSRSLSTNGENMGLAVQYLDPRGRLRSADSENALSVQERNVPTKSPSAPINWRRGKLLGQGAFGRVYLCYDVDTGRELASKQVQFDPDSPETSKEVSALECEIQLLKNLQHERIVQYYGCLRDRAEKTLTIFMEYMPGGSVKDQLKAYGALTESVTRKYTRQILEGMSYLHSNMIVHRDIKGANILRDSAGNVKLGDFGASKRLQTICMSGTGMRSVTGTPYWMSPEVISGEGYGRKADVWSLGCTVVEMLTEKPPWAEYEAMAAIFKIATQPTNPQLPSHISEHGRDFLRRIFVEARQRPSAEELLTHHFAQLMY
IDE cell inh = cellular human IDE inhibition; P14735; HEK cells, FAbetaB cleavage, fluorescence polarization; inhibition, % at 5.59 µM; 320,000 compounds, 0.41% hits;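 active = percent inhibition above the average of all tested compounds plus 3 SD, set per screening campaign, cut at about 16% in these data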;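 note: IDE supplied by intact live HEK cells; FP after avidin binding of uncleaved biotin substrate so inhibition keeps polarization high; 0% = DMSO wells and 100% = 60 µM reference IDE inhibitor Ii1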
p-CIP stab down = lowers stability of the mouse p/CIP coactivator protein. decrease of EGFP signal, % at 10 µM. F442A p/CIP-EGFP cells, EGFP fluorescence, 16 h. Q05BA5. 290,000 compounds, 0.01% hits. AID 1984;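 active = EGFP signal decrease of at least 30% at 10 µM or well 3 SD below plate mean, unless failing retest; inactive = the rest, including hits failing retest or dose response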; note: some compounds called inactive have numbers as strong as hits; many of its hits are not listed in these tables
An asterisk follows results filed as active; · = no result given; [ ] = another dose, or the depositor's remark. Some of the compounds tested, so the mix of outcomes need not match the whole.

MEKK2 mut-MEK5	SUMO HTRF inh	NALP1 inh	IDE cell activ	MEKK2wt PB1 HTS	M18AAP inhibitor	MEKK3 PB1 HTS	Structure	IDE cell inh	p-CIP stab down
1	20	11	-1	103	-9	103	Cc1ccc(CNC(=O)C2CC=CCC2C(=O)O)cc1 (stereo unspecified)	0	-3
-3	12	7	-7	98	-5	102	Nc1ccc(S(=O)(=O)Nc2nccc(/C=C/c3ccc(Cl)cc3Cl)n2)cc1	-3	6
-5	-4	16	7	101	1	102	Cc1noc(C(=O)N2CCN(c3ccc(F)cc3)CC2)c1Cl	0	-5
-9	8	8	2	75	-6	69	O=C(O)C(Cc1c[nH]c2ccccc12)NS(=O)(=O)c1ccc(Cl)cc1 (stereo unspecified)	-7	0
1	2	4	1	95	5	98	COc1ccc(N2CCN(CCC3Oc4cc([N+](=O)[O-])ccc4NC3=O)CC2)cc1 (stereo unspecified)	2	-6
-11	7	1	8	78	2	91	CCOC(=O)CNC(=S)N(Cc1ccccc1)Cc1cccs1	5	9
2	2	30	5	105	-2	99	O=C(CSc1ccc(-c2cccnc2)nn1)N1CCCCC1	-2	-60
-1	6	17	6	97	-4	91	CCOC(=O)c1cnc2c(C)c(-c3ccccc3)[nH]n2c1=O	3	-24
11	9	12	4	106	0	102	Cc1csc(SCC(=O)Nc2ccccn2)n1	7	-3
-8	26	12	-3	97	1	98	Cc1ccc(-n2c(SCC(=O)N(C)C)nnc2-c2ccco2)cc1	3	-2
1	4	·	2	99	6	104	CNC(=O)CN(C1CCCCC1)S(=O)(=O)c1ccc(OC)c(Cl)c1	-1	0
6	11	17	3	104	2	103	COc1ccccc1Oc1coc2cc(OCC(N)=O)ccc2c1=O	6	-11
5	15	-2	3	103	-1	104	COC(=O)c1cccc([N+](=O)[O-])c1CS(=O)(=O)c1ccc(C)cc1	-4	-5
-2	-2	·	0	96	-11	99	COc1ccc(/C=N/OCC(=O)N(Cc2ccccc2)c2ccccc2C(=O)O)cc1	5	-12
8	8	10	7	109	1	109	CC(=O)Nc1cccc(Oc2ccc3c(c2)C(=O)NC3=O)c1	6	-2
19	8	7	3	122	2	109	COc1ccc(-c2csc(N(CCCN(C)C)C(=O)c3cc(OC)c(OC)c(OC)c3)n2)cc1	0	-3
-2	12	15	-4	101	0	102	CC1(c2cccc([N+](=O)[O-])c2)CC(C)(C)N(C(=O)c2ccccc2)c2ccccc21 (stereo unspecified)	5	-24
-1	-2	-6	-3	100	-1	101	CCOc1cc(S(=O)(=O)NCc2ccc3c(c2)OCO3)c(C)cc1C	0	3
7	5	-3	0	103	-3	101	COc1ccc(CC(=O)NNC(=O)[C@@H]2CCCC[C@@H]2C(=O)O)cc1	0	-15
3	2	6	2	108	-4	106	Cc1ccc(-c2nnn(CC(=O)N3C(C)CCCC3C)n2)cc1 (stereo unspecified)	1	-11
6	-2	6	0	107	1	103	Cc1ccc(OCc2cc(C(=O)N3CCN(c4ccccc4)CC3)no2)cc1C	2	-11
-6	-24	17	0	95	7	103	Cc1csc(NC(=O)NCC2CCCC(CNC(=O)Nc3nc(C)cs3)C2)n1 (stereo unspecified)	-3	6
3	10	8	1	101	5	99	CCn1c2ccccc2c(=O)c2ccccc21	-2	2
8	·	-1	0	107	-66	103	COc1ccccc1CN1CC(C(=O)NCCc2ccc(C)o2)CCC1=O (stereo unspecified)	2	0
0	27	2	5	96	-6	96	Cn1c(=O)n(C)c2cc([N+](=O)[O-])c(N3CCN(CCO)CC3)cc21	-9	-7
3	23	20	10	94	-10	87	CC[C@H](CO)NCCN[C@H](CC)CO	1	-12
-4	4	-12	0	98	-15	101	S=C1NCCNC(=S)NCCOCCOCCOCCN1	-9	-8
3	10	10	7	98	-6	97	Cc1oc2ccc(OCc3cccc(Cl)c3)cc2c1C(=O)O	·	-1
8	15	7	6	108	-32	105	COc1ccccc1NC(=O)CSc1ccc(-c2ccco2)nn1	-3	-7
-8	-3	-31	-19	109	4	99	COc1ccc2c(c1)c(/C=C/c1cc[n+](C)cc1)cn2C	27*	-128
14	14	31	2	125	0	100	CCOc1ccc2nc(N(CCN(C)C)C(=O)/C=C/c3cccs3)sc2c1	0	-13
-8	-10	3	5	93	-3	96	CSc1ccccc1OCc1cc(C(=O)N(C)CCn2nc(C)cc2C)no1	3	-6
-18	17	7	0	81	-10	78	COc1ccc(NS(=O)(=O)c2ccc(N3CCOCC3)c(NC(=O)c3ccccc3Br)c2)cc1	1	2
5	3	16	-4	100	32*	100	Cc1nn(C)c(-c2n[nH]c(=S)n2-c2ccccc2)c1Cl	4	-7
-19	19	-9	2	85	4	85	COc1cc(-c2cc(C(=O)NCCc3ccc(S(N)(=O)=O)cc3)c3ccccc3n2)cc(OC)c1OC	-4	-4
-10	32	14	6	98	-14	96	CCOC(=O)N1CCC(N2CCCC(C(=O)c3ccc4cc(OC)ccc4c3)C2)CC1 (stereo unspecified)	-1	-24
16	-7	8	·	123	3	110	COc1ccc(Nc2sc(C(=O)Nc3cccc(Cl)c3)c(N)c2C(=O)Nc2ccccc2OC)cc1	6	-5
-4	17	2	-2	94	2	96	O=C(N=C1N=C2C=CC(Br)=CN2Cc2ccccc21)c1ccc([N+](=O)[O-])cc1[N+](=O)[O-]	2	-10
3	2	0	4	87	-4	108	Cc1cc(C)c[n+](C[n+]2cc(C)cc(C)c2)c1	0	-8
-19	0	27	-4	74	-5	75	Cc1cccc(Nc2ncnc3c2cnn3Cc2ccccc2)c1	-2	-14

Entries of single compounds, looked up by structure. Values in the order: MEKK2 mut-MEK5 | SUMO HTRF inh | NALP1 inh | IDE cell activ | MEKK2wt PB1 HTS | M18AAP inhibitor | MEKK3 PB1 HTS | IDE cell inh | p-CIP stab down
Record of CSc1ccccc1OCc1cc(C(=O)N(C)CCn2nc(C)cc2C)no1 : -8 | -10 | 3 | 5 | 93 | -3 | 96 | 3 | -6
Record of O=C(N=C1N=C2C=CC(Br)=CN2Cc2ccccc21)c1ccc([N+](=O)[O-])cc1[N+](=O)[O-] : -4 | 17 | 2 | -2 | 94 | 2 | 96 | 2 | -10
Record of CCOC(=O)N1CCC(N2CCCC(C(=O)c3ccc4cc(OC)ccc4c3)C2)CC1 (stereo unspecified) : -10 | 32 | 14 | 6 | 98 | -14 | 96 | -1 | -24

The listing picks up, repeating the two entries before the break.
MEKK2 mut-MEK5	SUMO HTRF inh	NALP1 inh	IDE cell activ	MEKK2wt PB1 HTS	M18AAP inhibitor	MEKK3 PB1 HTS	Structure	IDE cell inh	p-CIP stab down
3	2	0	4	87	-4	108	Cc1cc(C)c[n+](C[n+]2cc(C)cc(C)c2)c1	0	-8
-19	0	27	-4	74	-5	75	Cc1cccc(Nc2ncnc3c2cnn3Cc2ccccc2)c1	-2	-14
10	-9	-2	3	108	7	108	Cc1ccc(C(=O)NCc2ccc3c(c2)OCO3)cc1S(=O)(=O)N1CCCCC1	1	-10
10	-32	21	-8	103	3	99	O=C(NCCN1CCOCC1)c1cc(-c2ccc(Br)cc2)on1	7	-2
2	-5	15	4	100	-1	96	Cc1ccc(S(=O)(=O)N2CCN(c3nc(C(C)C)c4c(c3C#N)CC(C)(C)OC4)CC2)cc1	1	1
-1	-20	12	-1	109	3	107	CCn1ncc(Br)c1C(=O)Nc1cc(C)cc(C)c1	1	-4
-14	8	-5	-2	80	-3	89	CN(C)C(=O)c1nnsc1Sc1ccc(Cl)cc1	1	-10
13	8	25	-2	111	-1	112	O=C(c1csc2c1CCCCC2)N1CCN(c2ncccn2)CC1	-4	-1
-2	20	12	3	99	-2	97	Nc1nc(SCC(=O)c2ccc(F)cc2)n[nH]1	6	-40
-2	16	-11	3	105	-8	99	O=C(c1cc(S(=O)(=O)N2CCOCC2)ccc1Cl)N1CCN(c2ccccn2)CC1	0	2
-1	-6	22	8	106	1	94	CCN(CC)Cc1nc2c(c(=O)[nH]1)C1(CCCCC1)Cc1ccccc1-2	5	3
-10	-12	14	1	92	-13	101	CC(OC(=O)c1cccnc1Cl)C(=O)Nc1ccc(S(N)(=O)=O)cc1 (stereo unspecified)	7	3
4	-2	19	7	106	1	106	Cc1nc(NC(C)C(=O)O)c2nc(C)oc2n1 (stereo unspecified)	7	5
2	-19	-12	0	99	·	102	CC1(c2nnc(-c3ccccc3)o2)CC(c2cccc(Cl)c2)=NO1 (stereo unspecified)	2	-5
-29	-10	5	4	64	4	62	Cc1ccccc1C(=O)Nn1cnc2ccccc2c1=O	-2	6
-8	-8	14	4	89	6	98	Cc1ccc(C(=O)NC(=S)Nc2cccnc2Cl)cc1	0	-7
5	10	9	0	96	6	97	O=c1c2ccccc2ncn1-c1ccc([N+](=O)[O-])cc1[N+](=O)[O-]	4	-16
1	4	15	-3	98	2	103	COc1ccccc1N1CCN(C(=O)C(OC(C)=O)c2ccccc2)CC1 (stereo unspecified)	3	3
4	-30	1	-6	99	-9	101	COc1ccc(C(=O)C(C)N(C(=O)c2ccc(Cl)cc2Cl)N2C(=O)C3C4C=CC(C4)C3C2=O)cc1 (stereo unspecified)	-4	0
-1	-12	12	-7	102	-5	100	COc1ccc(NC(=O)CN(c2ccc([N+](=O)[O-])cc2)S(=O)(=O)c2ccccc2)cc1	8	-30
4	-3	15	0	104	-5	104	COc1ccc(C(O)(CCC(C)C)C(CN2CCOCC2)c2ccccc2)cc1 (stereo unspecified)	·	-11
54	-19	4	-2	45	23	94	Cc1[nH]c2ccccc2c1/C=N/NS(=O)(=O)c1ccccc1	-3	-3
1	-14	20	2	117	-3	98	OC1CCCN(CC(O)COc2ccc(-c3ccccc3)cc2)C1 (stereo unspecified)	6	-9
-7	0	18	1	100	1	98	O=C1CC(c2ccco2)Cc2nc(N3CCN(Cc4ccc5c(c4)OCO5)CC3)ncc21 (stereo unspecified)	1	-8
13	32	·	2	102	6	70*[inhibitor]	O=C(/C=C/c1cc[n+](CC(=O)c2ccc3cccc4c3c2CC4)cc1)c1ccc2cccc3c2c1CC3	6	-21
3	8	-7	0	110	5	104	COc1cc(-c2csc(C)n2)ccc1O	-1	2
-16	-18	-12	4	95	2	88	CCN(CC)S(=O)(=O)c1ccc(N2CCOCC2)c(NC(=O)CC(C)(C)C)c1	1	-7
-9	-10	16	-5	99	1	101	Cc1ccc(OCc2ccc(C(=O)N3CCCC3)o2)cc1C	-1	-9
3	2	9	-3	101	7	100	Cc1nn(C)c(C(=O)NC(=S)Nc2ccccc2Br)c1Cl	1	-4
5	0	30	·	97	-4	105	O=C(NCCc1ccccc1)c1ccc(-c2ccccc2C(F)(F)F)o1	-5	-6
4	10	1	-2	106	-6	105	COc1ccc(F)cc1S(=O)(=O)N1CCC(C(N)=O)CC1	2	1
5	7	5	2	103	1	98	Cc1noc(C)c1S(=O)(=O)Nc1cccc(CO)c1	-6	-17
9	6	-21	2	104	-1	105	C=CCN1C(=O)CN=C1Nc1cc(C)ccc1C	0	-9
1	23	2	2	107	3	102	CC(=O)c1cc2c(cc1NC(=O)C1CC=CCC1C(=O)O)OCO2 (stereo unspecified)	4	-22
9	-4	27	5	106	-10	107	CCOc1cccc(C(=O)N(Cc2ccco2)C2CCS(=O)(=O)C2)c1 (stereo unspecified)	-1	-11
6	30	16	1	76	-6	68	O=C(Oc1ccc(NC(=O)c2cc3c(cc2Br)OCO3)cc1)c1ccccc1	3	-11
3	-8	26	4	93	-1	97	C=CCNC(=O)COC(=O)c1ccc(Cl)c(S(=O)(=O)N(Cc2ccccc2)c2ccccc2)c1	5	8
0	-7	·	·	103	·	100	Cc1csc2ncc(C(=O)NCc3ccc4c(c3)OCO4)c(=O)n12	-1	5
-2	-9	23*	2	94	-1	96	O=C(/C=C/c1cccc([N+](=O)[O-])c1)Nc1ccccn1	7	-1

Source: PubChem BioAssay
